Screening results deposited in PubChem by National Center for Advancing Translational Sciences (NCATS).
TDP1 cell noCPT – qHTS for Inhibitors of human tyrosyl-DNA phosphodiesterase 1 (TDP1): qHTS in cells in absence of CPT | DT40 Tdp1-/- hTDP1 cells, no CPT, ATP luminescence, 48 h | Potency, µM (doses to about 46.2 µM), inactives show at the highest dose activity change, negative = growth inhibition, hits mostly inhibitors | AID 686978, 2013 | 420,000 tested, 15% active; note: nearly all actives have a fitted effect of over 55% in size
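DT40 Tdp1-/-;hTDP1 cells, no CPT (DMSO vehicle only), 400 cells/well; compounds pin-transferred; ≥48 hr, 37 °C; CellTiter-Glo 30 min RT dark, luminescence read.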
TDP1 block – blocks human tyrosyl-DNA phosphodiesterase 1; Q9NUW8; recombinant TDP1, AlphaScreen DNA substrate cleavage; Potency, µM (highest dose often 130 µM), for inactives: at the highest dose activity change, negative = inhibition, most hits filed as inhibitors; 350,000 tested, 0.28% active; note: nearly all actives have a fitted effect of over 40% in size
Target sequence (Q9NUW8 whole entry, looked up): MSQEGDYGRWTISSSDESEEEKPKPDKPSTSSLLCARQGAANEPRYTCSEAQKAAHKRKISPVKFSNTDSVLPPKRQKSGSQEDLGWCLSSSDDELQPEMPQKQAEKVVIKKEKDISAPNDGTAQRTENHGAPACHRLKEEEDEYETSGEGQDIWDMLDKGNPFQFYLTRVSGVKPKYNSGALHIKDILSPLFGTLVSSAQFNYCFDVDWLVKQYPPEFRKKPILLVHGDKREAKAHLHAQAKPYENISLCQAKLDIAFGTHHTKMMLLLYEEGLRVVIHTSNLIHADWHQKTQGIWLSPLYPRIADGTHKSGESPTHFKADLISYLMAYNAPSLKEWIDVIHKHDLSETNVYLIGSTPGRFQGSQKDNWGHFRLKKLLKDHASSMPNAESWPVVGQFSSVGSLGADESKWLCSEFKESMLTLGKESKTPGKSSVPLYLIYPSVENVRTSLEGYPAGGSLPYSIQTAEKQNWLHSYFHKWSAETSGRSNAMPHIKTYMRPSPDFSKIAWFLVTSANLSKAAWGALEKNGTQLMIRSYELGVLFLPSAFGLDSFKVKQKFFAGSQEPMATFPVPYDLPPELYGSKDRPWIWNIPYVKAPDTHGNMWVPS
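Steps: enzyme plus compound, 15 min RT; add biotin/phosphotyrosine-FITC oligonucleotide (15 nM final), react 5 min; add donor/acceptor beads (10 ug/ml final), 10 min; read AlphaScreen. Tdp1 at 1 nM final.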
TDP1 cell CPT – growth inhibition of DT40 Tdp1-/-;hTDP1 cells with camptothecin (screen for TDP1 inhibitors); chicken DT40 Tdp1-/-;hTDP1 cells + 20 nM CPT, ATP luminescence, 48 h; Potency, µM (top dose mostly 46.2 µM), inactives show at the top dose activity change, negative = growth inhibition, hits mostly inhibitors; 420,000 tested, 12% active; AID 686979; note: nearly all actives have a fitted effect of over 55% in size
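Chicken DT40 Tdp1-/- cells complemented with human TDP1, 400 cells/well, exposed to compounds plus 20 nM camptothecin for at least 48 h at 37 C; viability read as ATP content by CellTiter-Glo luminescence.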
Numbers without * were called inactive; ? = inconclusive; / = not tested or not shown; & = joins results of further samples; [ ] = remark or other dose. Calls come from the whole dose curve; as a rule, active = well fitted curve in the direction sought with a large enough effect; inconclusive = small, poorly fitted or top-dose-only effect, or another doubt; inactive = no such curve, though single readings can be large; an effect the other way counts as inactive or inconclusive. % is set by controls: 0 for no effect and ±100 for the full control effect; potency is the fitted concentration of half-maximal effect.

Results follow in this order: TDP1 cell noCPT	TDP1 block	TDP1 cell CPT
1	NC(=O)c1nsc(C(=O)N(Cc2cccnc2)C(C(=O)NC2CCCCC2)c2ccc(F)cc2)c1N (stereo not given)
→ ?	0%	?
2	COCCCNC(=O)Cn1c(=O)n(CCCC(=O)NCc2ccc(C)cc2)c(=O)c2ccccc21
→ -9%	0%	-5%
3	O=C(Cn1ccc2ccccc2c1=O)NCCC(=O)N1CCN(C(=O)c2ccco2)CC1
→ 0%	/	-18%
4	CC(=O)NN1C(=O)c2ccccc2NC1c1ccccc1O (stereo not given)
→ -16%	/	7%
5	CCCC(=O)C1CCN(Cc2ccccc2)CC1
→ -6%	4%	24%
6	CC(C)C(CCN1C(=O)CCC1=O)C1CCOC(C)(C)C1 (stereo not given)
→ ?	2%	-10%
7	Cc1cc(C(=O)NC2CC2)c2ccccc2n1
→ 5%	6%	10%
8	CCn1c(=O)n(CC)c2cc(S(=O)(=O)N3CCCCC3)c(C)cc21
→ ?	0%	-28%
9	COc1ccccc1Nc1nn2c(=O)c3ccc(C(=O)N4CCC(C)CC4)cc3nc2s1
→ 18µM*	3%&3%	23µM*
10	CCc1c(C)nc2ncnn2c1Nc1ccc(C(C)=O)cc1
→ -7%	5%	-5%
11	CCOC1CCc2c(C)nc(N)nc2S1 (stereo not given)
→ -26%	/	-2%
12	NC(=O)c1ccccc1NS(=O)(=O)Cc1ccc(Cl)cc1
→ -10%	2%	1%
13	O=C(CCNC(=O)c1ccccc1Cl)Nc1cc(S(=O)(=O)N2CCOCC2)ccc1N1CCOCC1
→ 22%	5%	-1%
14	Cc1ccc(Nc2ncnc3c2nnn3Cc2ccccc2)cc1
→ -33%	-3%	18%
15	CC(C)c1ccc(NC(=O)c2cn(C3CCCCC3)c(=O)c3c2c2ccccc2n3C)cc1
→ -24%	0%	1%
16	COc1ccc(/C=C2\SC(=S)N(C(Cc3ccccc3)C(=O)O)C2=O)cc1 (stereo not given)
→ -7%	4%	16%
17	O=C(CSc1nc2cc(Cl)ccc2o1)N1CCOCC1
→ ?	-1%	-20%
18	Cc1cccc(NC(=S)N(CCCN2CCCC2)Cc2cccn2Cc2ccc(Cl)cc2)c1
→ 16µM*	5%	?
19	N#C/C(=C\c1c(N2CCN(c3ccccc3)CC2)nc2ccccn2c1=O)C(N)=O
→ -19%	/	-16%
20	CN1C[C@@H]2C[C@@H](C3=Cc4cc(Cl)ccc4OC3)N3CCC[C@@]23C1=O
→ -16%	6%	-8%
21	CCOCCOC(=O)C1=C(C)N(C)C(=O)NC1c1cc(Cl)c(O)c(OC)c1 (stereo not given)
→ -6%	-2%	?
22	CN(C)CCN(C(=O)c1ccc2c(c1)CCCC2)c1nc2cc3c(cc2s1)OCCO3
→ 29µM*	2%	?
23	CCOC(=O)c1ccc(NC(=O)CSc2nnc(-c3cccs3)n2CC)cc1
→ ?	-2%	-17%
24	O=C(COc1ccc(Cl)cc1)Nc1ccc2[nH]ncc2c1
→ 21µM*	/	?
25	COc1ccc(CN(C)C(=O)c2ccc(OCC(=O)Nc3cccc(C(F)(F)F)c3)c(OC)c2)c(OC)c1
→ ?	/	?
26	Cc1ccnc2c([N+](=O)[O-])cccc12
→ ?	/	22µM*
27	O=c1oc2c3c4c(cc2c(C(F)(F)F)c1CCN1CCOCC1)CCCN4CCC3
→ 16µM*	-8%	16µM*
28	CCSc1nnc(NC(NC(=O)c2ccco2)(C(F)(F)F)C(F)(F)F)s1
→ 6%	3%	4%
29	N#CCC(=O)N/N=C/c1cn(Cc2ccc(Cl)c(Cl)c2)c2ccccc12
→ ?	-1%	-28%
30	Cc1cc(C)c(S(=O)(=O)NCC(=O)NCc2ccco2)c(C)c1
→ -3%	0%	-1%
31	N=C(N)Sc1nc(N2CCCCC2)nc(N2CCCCC2)n1
→ 13%	5%	13%
32	CC1(C)CC(=O)C/C(=N\NC(=O)C2CC2c2ccccc2)C1 (stereo not given)
→ -29%	8%	-11%
33	Cc1nc2ccccc2nc1OCc1ccccc1
→ -26%	3%	6%
34	Cc1ccc(NC(=O)CSc2nc3ccccc3n2CC(=O)N2CCC(C)CC2)cc1C
→ 18µM*	4%	?
35	Cc1ccc(CN2CCN(Cc3cc4ccccc4o3)CC2CCO)cc1 (stereo not given)
→ ?	2%	?
36	CC1(C)CC(=O)c2cc(C(=O)NCc3ccco3)c(=O)n(-c3ccccc3)c2C1
→ -25%	-10%	-11%
37	Clc1cccc(-c2noc3ncnc(Nc4ccc5c(c4)OCO5)c23)c1
→ ?	/	-28%
38	COc1cccc2cc(C(=O)NCc3ccc(Cl)cc3)c(=O)oc12
→ ?	-2%[0.0935 µM]	3%
39	CC(=O)NCC(=O)OC(C(=O)c1ccccc1)c1ccc(Cl)cc1 (stereo not given)
→ 2%	-3%	6%
40	Cc1cccc(C)c1NC(=O)NCCSc1snnc1C
→ -20%	-2%	-6%

Record cards (already shown):
CC1(C)CC(=O)C/C(=N\NC(=O)C2CC2c2ccccc2)C1 (stereo not given) is entered as TDP1 cell noCPT = -29%; TDP1 block = 8%; TDP1 cell CPT = -11%
CCOC(=O)c1ccc(NC(=O)CSc2nnc(-c3cccs3)n2CC)cc1 is entered as TDP1 cell noCPT = ?; TDP1 block = -2%; TDP1 cell CPT = -17%

New compounds follow.
Results follow in this order: TDP1 cell noCPT	TDP1 block	TDP1 cell CPT
41	O=C1OCC2=C1C(c1ccc(Cl)cc1)CC(=O)N2c1ccc(F)cc1 (stereo not given)
→ 11%	2%	2%
42	O=C(Cc1cccs1)Nc1ccccc1F
→ -7%	/	5%
43	O=c1cc(CN2CCCCC2)nc(C2CC2)[nH]1
→ 17%	-3%	4%
44	CN(C)CCN(Cc1ccccc1)C(c1ccnc2ccccc12)c1nnnn1-c1ccc2c(c1)OCCO2 (stereo not given)
→ ?	/	?
45	COCCOC(=O)c1c(C)oc2ccc(O)c(CN3CCC(C)CC3)c12
→ -20%	4%	-23%
46	CCOc1ccc(S(=O)(=O)N2CCN(Cc3nc4ccc(C)cc4o3)CC2)cc1
→ ?	1%	18µM*
47	CCn1cc(CNCc2c(C(=O)N3CCCCC3)nc3c(C)cccn23)cn1
→ -15%	0%	1%
48	CCn1cc(C(=O)NCC(=O)OC)c2cc(OC)c(OC)cc2c1=O
→ -2%	2%	-5%
49	Cc1cccc(CCNS(=O)(=O)c2ccc3c(c2)NC(=O)CO3)c1
→ -17%	-13%	-24%
50	CN(C)[C@@H]1CCC[C@@H]1OC(=O)C(c1ccccc1)c1ccccc1
→ -2%	-4%	10%
51	CCCCC1CC1C(=O)Nc1ncc2c(n1)CC(C)(C)CC2=O (stereo not given)
→ 2%	-5%	?
52	Cc1ccccc1OCC(O)Cn1c(SC(C)C)nc2c1c(=O)[nH]c(=O)n2C (stereo not given)
→ ?	5%	?
53	Fc1ccc(C2NCCn3cccc32)cc1 (stereo not given)
→ ?	8%	-15%
54	CCN(Cc1ccc(OC)c(F)c1)C(=O)c1oc2ccccc2c1COC
→ ?	-5%	?
55	COc1ccc(CCNC(=O)[C@H](CC(C)C)NC(=O)N2CCn3c2nc2ccccc23)cc1OC
→ ?	6%	-64%
56	O=C(CCNC(=O)c1ccc(Br)cc1)NCc1ccccc1F
→ -17%	1%	-23%
57	Cc1ccc(C(=O)CC2(O)C(=O)N(Cc3ccccc3F)c3ccccc32)cc1 (stereo not given)
→ ?	5%	?
58	COc1ccc(NC(=O)C2(C)Cc3c(-c4cccc(C(F)(F)F)c4)ccnc3O2)cn1 (stereo not given)
→ 2.9µM*	/	5.2µM*
59	O=C1c2cccnc2C(=O)N1c1cccc(-c2nc3ccccc3o2)c1
→ 2%	3%	16%
60	CCOC(=O)c1nc(C(=O)NCc2ccc(C)cc2)nc2ccccc12
→ -11%	2%	-4%
61	Cc1cc(NC(=O)CCC(=O)N(CC(=O)NCC2CCCO2)c2ccc(C(C)C)cc2)no1 (stereo not given)
→ -9%	-2%[0.0935 µM]	4%
62	Cc1noc(C)c1CSCC(=O)OCC(=O)Nc1sccc1C#N
→ -3%	2%	-22%
63	Cc1nnc(CN(C)C(=O)c2cc(COc3ccc(F)cc3Cl)on2)o1
→ -5%	1%	-1%
64	CC(=O)c1ccc(S(=O)(=O)Nc2ccc(-c3ccc(N4CCCCCC4)nn3)cc2)cc1
→ -10%	8%	-16%
65	Cc1cccc(NS(=O)(=O)c2nnc(NC(=O)c3ccccc3F)s2)c1
→ -5%	/	-21%
66	CCc1noc(C)c1C(=O)NCCN1C(=O)S/C(=C\c2ccc(OC)cc2)C1=O
→ 16µM*	6%	23µM*
67	CC1(OC(=O)C2CCCC2)C(=O)C=C2C=C(c3ccsc3)N(c3ccccc3)C=C2C1=O (stereo not given)
→ ?	11%[21 µM]	?
68	O=C(CS(=O)(=O)c1ccccc1)c1ccc2c(c1)OCCO2
→ 18µM*	7%	15µM*
69	COC(=O)[C@@]12C[C@@H](CC(=O)N3CCSCC3)C(=O)N(Cc3ccc4c(c3)OCO4)C1=CCC(C)(C)C2
→ 15µM*	/	?
70	COc1ccc(-n2nnnc2C2c3ccccc3C(=O)N2C2CCN(Cc3ccccc3)CC2)cc1 (stereo not given)
→ 16µM*	/	?
71	COc1cccc(NC(=O)c2ccc(NC(C)=O)cc2)c1
→ 20%	8%	2%
72	CC(CCc1ccccc1)NC(=O)CNC(=O)c1ccccc1Br (stereo not given)
→ 0%	3%	16%
73	CCOc1ccc(CN(C(=O)/C=C/c2ccco2)C2CCS(=O)(=O)C2)cc1 (stereo not given)
→ 2%	4%	-15%
74	CC#CCOCC1CNC(=O)O1 (stereo not given)
→ -3%	/	-8%
75	O=C(c1ccco1)N1CCCC(c2nc3c(nnn3Cc3ccc(F)cc3)c(=O)[nH]2)C1 (stereo not given)
→ -8%	11%	5%
76	Cc1cccc(OCC(O)Cn2c(=N)n(Cc3ccccc3)c3ccccc32)c1 (stereo not given)
→ 21µM*	3%	?
77	CCC1CCCCN1S(=O)(=O)c1ccc2c(c1)CCN2C(=O)C1CCC1 (stereo not given)
→ ?	-2%	?
78	COc1cc(C(=O)OCCn2c(=O)c3c(ncn3CCN(C)C)n(C)c2=O)cc(OC)c1OC
→ 8%	4%	7%
79	N/C(=N\OC(=O)COc1ccccc1Cl)c1ccccn1
→ 1%	1%	7%
80	CCCNC(=O)C(Cc1ccccc1)NC(=O)c1ccc(C(C)(C)C)cc1 (stereo not given)
→ ?	0%	?

Overlap with the part before: three compounds, followed by the next part.
Results follow in this order: TDP1 cell noCPT	TDP1 block	TDP1 cell CPT
78	COc1cc(C(=O)OCCn2c(=O)c3c(ncn3CCN(C)C)n(C)c2=O)cc(OC)c1OC
→ 8%	4%	7%
79	N/C(=N\OC(=O)COc1ccccc1Cl)c1ccccn1
→ 1%	1%	7%
80	CCCNC(=O)C(Cc1ccccc1)NC(=O)c1ccc(C(C)(C)C)cc1 (stereo not given)
→ ?	0%	?
81	Cc1ccc(-n2[nH]c(C)c(C=Nc3cc(C)ccn3)c2=O)cc1
→ ?	-1%	?
82	Cc1ccc(NC(=O)C2c3ccccc3Oc3ccccc32)c(C)c1
→ 1%	3%	-19%
83	C#CCOCCOCCOCCNc1nc(N2CCN(C(=O)Cn3cc(CCCN=C(N)N)nn3)CC2)nc(N2CCN(C(=O)[C@H](CCCCN)n3cc(CCC(=O)O)nn3)CC2)n1
→ -11%	-2%	-11%
84	CN(C)C(=O)N1CCN(C(=O)c2ccco2)CC1
→ 5%	4%	11%
85	Cn1c(O)c(N=NC(=O)C2COc3ccccc3O2)c2ccccc21 (stereo not given)
→ ?	8%	?
86	COc1ccc(C2OC(=O)CC2C(=O)NCc2ccc(F)cc2)cc1OC (stereo not given)
→ ?	2%	-4%
87	CO[C@H]1CN(C)C(=O)c2ccc(NC(=O)NC(C)C)cc2OC[C@H](C)NC[C@H]1C
→ 0%	/	7%
88	OCc1c(OCc2cccc(F)c2)ccc2ccccc12
→ ?	/	?
89	CCn1cc(CNC(=O)c2cc([N+](=O)[O-])c(C)c([N+](=O)[O-])c2)cn1
→ -26%	1%	-1%
90	O=C(CN1C(=O)N/C(=C\c2ccccc2OCc2ccc(C(=O)O)cc2)C1=O)Nc1ccc(F)cc1
→ -8%	8%[0.0935 µM]	21%
91	CC(=O)OCCCCCCCCCCC[N+]1(C)CCCCC1
→ 0%	0%	-10%
92	O=C(Nc1ccc(SC(F)F)cc1)c1ccc2nccnc2c1
→ ?	7%	?
93	O=C(CCc1nc2ccccc2[nH]1)Nc1ccc2c(c1)OCCO2
→ -9%	1%	-19%
94	O=C(Nc1cc(S(=O)(=O)N2CCOCC2)ccc1O)c1ccc2c(c1)S(=O)(=O)c1ccccc1C2=O
→ 3%	5%	5%
95	Fc1ccc(-c2ccnn2-c2ccccc2)cc1
→ 1%	/	-5%
96	COc1ccc(NC(=O)CSc2ccc(-c3ccco3)nn2)cc1OC
→ 10µM*	4%	16µM*
